SW480 rereplic: DNA re-replication induction in SW480 cells | hit rate 1.8% among 340,000 | SW480 DNA re-replication, Hoechst DNA content imaging, 48 h | Potency, µM (titrated, usually from 46.1 µM), inactives show at the top dose re-replication activation, most hits filed as activators | AID 624297; note: potency is the fitted concentration of half-maximal effect; % of control where 0% means no effect; nearly all actives have a fitted effect of over 55% in size
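Hoechst fluorescence of nuclei (405 nm excitation, 500-530 nm emission) measured by plate-scanning imager after 48 hr compound exposure at 37 C; re-replication scored as increased number of nuclei with elevated intensity.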
HEK293 tox: cytotoxic in the GLP-1 receptor inverse agonist counter-screen | HEK293 cAMP-luciferase reporter cells, luminescence, 24 h | hit rate 0.13% among 410,000 | AID 624418 | Potency, µM (doses to about 38.3 µM), for the others: top-dose activity change, negative = inhibition, usual class: inhibitors;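 note: loss of luciferase light is scored as toxicity; potency is the fitted concentration of half-maximal effect; % is set by controls: 0 for no effect and ±100 for the full control effect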
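Compound-treated cells are incubated 24 hr at 37 deg C under 5% CO2 after a 12 hour attachment period, then luciferase detection reagent is added and luminescence is measured following 12 min at room temperature; lowered signal indicates toxicity.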
HT1080-NT tox: kills 2HG-producing HT-1080-NT fibrosarcoma cells. Potency, µM (series often up to 46.1 µM), inactives show at the top dose activity, negative = less viability, usual class: cytotoxic. HT-1080-NT fibrosarcoma viability, CellTiter-Glo ATP luminescence, 48 h. hit rate 1.6% among 360,000;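 note: NT is the 2HG producing partner of a matched IDH1 knockdown line; potency is the fitted concentration of half-maximal effect; 0% = DMSO-treated cells and -100% = media-only wells without cells; nearly all actives have a fitted effect of over 55% in size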
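A 48-hour cytotoxicity screen used HT-1080-NT cells plated 2 hours before compound delivery. ATP-based CellTiter-Glo luminescence measured viability, normalized to DMSO and no-cell controls.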
MCF10A rerep: inducers of DNA re-replication in MCF 10A breast cells. Potency, µM (highest dose often 46.1 µM), without a hit: at the top dose activity, positive = re-replication, actives largely listed as activators. hit rate 2.9% among 350,000. MCF 10A DNA re-replication, Hoechst nuclear intensity, 48 h; note: potency is the fitted concentration of half-maximal effect; % of control where 0% means no effect; nearly all actives have a fitted effect of over 50% in size
KB-V1 cytotox: KB-V1 MDR subline cytotoxicity | KB-V1 MDR cells viability, CellTiter-Glo, 72 h | Potency, µM (highest dose often 46.1 µM), inactives show at the top dose activity change, negative = cytotoxicity, hits mostly cytotoxic | hit rate 3.4% among 400,000 | AID 1347076; note: potency is the fitted concentration of half-maximal effect; % is set by controls: 0 for no effect and ±100 for the full control effect; nearly all actives have a fitted effect of over 60% in size
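KB-V1 cells (P-gp-expressing MDR subline of KB-3-1) in phenol-red-free DMEM with 10% FBS were exposed to library compounds over a concentration series for 72 h at 37 degrees C. Viability read by CellTiter-Glo luminescence; concentration-effect curves fitted after normalization.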
IL1B secr inh: blocks inflammasome-driven IL-1 beta release | THP-1 LPS/ATP IL-1B secretion, AlphaLISA, 16 h; stronger effect = lower value | activity change, % at 57.5 µM | hit rate 4.7% among 360,000; in the data active = activity change below about -50%; inconclusive = mostly about -30% to -49%; note: % is set by controls: 0 for no effect and ±100 for the full control effect
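Secreted IL-1B measured by AlphaLISA bead assay after 16 h compound exposure of THP-1 cells; compounds (final up to 57.5 uM) added 1 h before LPS (250 ng/mL) and ATP (1.25 mM) stimulation; lower signal means less secretion.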
HT1080 IDH1KD tx: kills HT-1080 cells with IDH1 knockdown | Potency, µM (titrated, usually from 46.1 µM), for inactives: at the highest dose activity, negative = toxicity, usual class: cytotoxic | hit rate 2% among 360,000 | HT-1080 IDH1 knockdown viability, ATP luminescence, 48 h;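 note: potency is the fitted concentration of half-maximal effect; 0% = DMSO wells and -100% = cell-free medium wells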
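Viability of IDH1-knockdown HT-1080 fibrosarcoma cells was assessed by CellTiter-Glo after 48 h at 37 °C with titrated compound; concentration-effect curves were classified by fit quality and response size.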
DRD3 agonist: activates the human D3 dopamine receptor. P35462. D3R DiscoveRx beta-arrestin cells, luminescence, 90 min. max activation, %. hit rate 0.58% among 410,000. AID 652048; in the data active = max activation above about 30%; note: 0% is about no effect; mostly tested at two doses, the higher about 12 µM
Target sequence (P35462 whole entry, looked up): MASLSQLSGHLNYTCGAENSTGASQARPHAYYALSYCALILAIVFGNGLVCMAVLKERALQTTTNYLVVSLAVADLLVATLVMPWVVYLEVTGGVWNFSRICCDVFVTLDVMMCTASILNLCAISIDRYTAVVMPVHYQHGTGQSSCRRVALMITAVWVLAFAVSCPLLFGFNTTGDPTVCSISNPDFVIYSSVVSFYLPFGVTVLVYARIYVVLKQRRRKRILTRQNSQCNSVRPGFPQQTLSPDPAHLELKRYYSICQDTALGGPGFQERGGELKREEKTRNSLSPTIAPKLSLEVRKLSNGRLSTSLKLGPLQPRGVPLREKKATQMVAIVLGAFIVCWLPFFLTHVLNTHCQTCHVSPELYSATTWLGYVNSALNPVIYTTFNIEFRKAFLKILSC
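Agonist-mode cell screen: cells plated at 1500/well and incubated overnight at 37 °C, then exposed to library compounds for 90 min at 37 °C. Detection reagent was added for 30–60 min at room temperature, and luminescence was read.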
KB-3-1 cytotox: kills parental KB-3-1 adenocarcinoma cells | KB-3-1 viability, CellTiter-Glo ATP luminescence, 72 h | hit rate 1.4% among 400,000 | Potency, µM (series often up to 46.1 µM), for the others: top-dose activity change, negative = cytotoxic, usual class: cytotoxic; note: potency is the fitted concentration of half-maximal effect; % is set by controls: 0 for no effect and ±100 for the full control effect; nearly all actives have a fitted effect of over 60% in size
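Viability of parental KB-3-1 cells, measured by CellTiter-Glo luminescence, followed a 72 h incubation at 37 °C with pinned compounds in phenol-red-free DMEM containing 10% FBS.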
* hit, by the source's call; ? = inconclusive; nt = no result given; [ ] = dose if it differs, or a comment. Unless noted, calls come from the whole dose curve; as a rule, active = well fitted curve in the direction sought with a large enough effect; inconclusive = small, poorly fitted or top-dose-only effect, or another doubt; inactive = no such curve, though single readings can be large; an effect the other way counts as inactive or inconclusive.

SMILES	SW480 rereplic	HEK293 tox	HT1080-NT tox	MCF10A rerep	KB-V1 cytotox	IL1B secr inh	HT1080 IDH1KD tx	DRD3 agonist	KB-3-1 cytotox
NC(=O)c1cc(Cl)ccc1OCC(=O)NC1CC1	0.0%	-0.7%	11.2%	-12.4%	16.4%	17.1	13.5%	3.1	8.8%
CO/N=C/NC(=O)c1c(OC)ccnc1Oc1cccc(C(F)(F)F)c1	0.8%	6.5%	-9.7%	-6.5%	-34.7%	-10.6	-26.4%	-12.0	0.0%
Cn1cc(C(F)(F)F)nc1-c1ccc(OCC(O)CNCCOc2ccc(O)c(C(N)=O)c2)cc1 (stereo unspecified)	-10.6%	3.9%	-0.5%	?	0.0%	-8.8	-20.6%	101.5*	0.0%
O=C1CC(N2CCN(c3nc4ccccc4s3)CC2)C(=O)N1c1ccc(F)cc1 (stereo unspecified)	-2.9%	-6.7%	-10.3%	7.1%	8.8%	2.4	-14.0%	-12.5	27.4%
Cc1cc(C)n2c(nc3ccccc32)c1C(=O)NN	0.9%	47.0%[activator]	12.9%	9.0%	12.7%	14.7	9.6%	-3.2	8.5%
Cc1ccc(C)c(N2CCN(C(=O)C3CCCN(Cc4nc(-c5cccc(Cl)c5)oc4C)C3)CC2)c1 (stereo unspecified)	nt	-4.4%	nt	nt	1.0%	nt	nt	3.9	0.8%
COc1ccc(/C(C)=N/NC(=O)c2cccc(S(=O)(=O)N3CCCC3)c2)c(O)c1	?	115.3%[activator]	?	?	?	115.4	?	22.5	?
COc1ccc(-c2cc3c(=O)n(CC(=O)NCCCN4CCC(Cc5ccccc5)CC4)ncn3n2)cc1	5.8µM*	-0.8%	?	-13.7%	-8.8%	-13.8	?	-23.1	20.6µM*
Cn1c(NC(=O)c2cccnc2)nc2ccccc21	-2.3%	-22.6%	-2.6%	0.7%	16.4µM*	?	-4.5%	-6.4	16.1%
COc1ccc(Nc2ccc(OC)cc2)cc1	19.7%	4.9%	9.7%	2.7%	0.0%	-52.1*	11.7%	5.9	8.6%
CCn1cc(C(=O)N2CCCC(N3CCN(c4cccc(C(F)(F)F)c4)CC3)C2)cn1 (stereo unspecified)	-43.5%	0.7%	-0.2%	-5.3%	12.9%	3.8	-1.0%	-2.7	-1.2%
CN1CCN(NC(=O)Nc2ccc([N+](=O)[O-])cc2)CC1	5.2%	7.1%	7.5%	-27.8%	-15.0%	0.0	17.6%	-1.2	3.0%
Cc1cccc(CN2CCC(CNC(=O)c3c(C)oc4ncnc(N5CCCCC5)c34)CC2)c1	nt	-18.0%	nt	nt	-1.4%	nt	nt	-20.6	0.8%
Cc1ccc2c(c1)c(=O)c1c3n2CCN(C(=O)CCl)C3CC1 (stereo unspecified)	-0.7%	10.3%	-4.2%	-7.2%	6.7%	-14.5	-3.9%	4.8	9.6%
Cc1ccc(-c2nnn3c2nc(NC2CCC(C)CC2)c2ccccc23)cc1 (stereo unspecified)	nt	81.3%[activator]	nt	nt	13.9%	nt	nt	3.9	-1.3%
CCOC(=O)/C(C#N)=C\c1ccc(OC)c(OC)c1	-1.6%	-5.4%	9.3%	-1.1%	5.6%	26.8	17.9%	5.2	4.1%
COc1ccc(C)cc1NC(=O)CN1C(=O)c2cccc3cccc1c23	?	59.3%[activator]	-14.9%	14.6µM*	-2.2%	17.5	-11.9%	-1.6	-4.6%
O=c1cc(Cc2ccccc2)[nH]c(=S)[nH]1	-12.2%	1.1%	-2.3%	0.7%	1.4%	-9.8	1.8%	-12.8	-4.4%
CCCc1nnc(NC(=O)CCC(=O)N2CCCCCC2)s1	-1.9%	-3.1%	1.8%	2.8%	-11.9%	15.6	-2.0%	-0.5	-4.6%
O=C(O)c1ccc2c(c1)C(c1ccccc1)OC2=O (stereo unspecified)	-0.5%	2.6%	0.6%	-1.3%	3.4%	11.7	6.4%	-11.5	0.6%
CCOc1nc(NCCc2ccc(OC)c(OC)c2)nc(N2CCN(c3ccc(OC)cc3)CC2)n1	-12.3%	-1.3%	-3.3%	1.5%	11.5%	-5.6	-2.5%	-4.2	-15.0%
Cc1ccc(-n2c(CSc3nc(C)cc(C)n3)nnc2SCC(=O)Nc2nccs2)cc1	-6.9%	52.9%[activator]	-1.2%	-4.3%	17.8%	11.8	21.9%	2.9	9.4%
Cc1cccc2cc(CN(Cc3ccco3)C(=O)c3ccco3)c(=O)[nH]c12	0.7%	-0.3%	-4.4%	8.4%	2.1%	13.8	-0.7%	-7.6	-5.0%
Cc1ccc2cc(CN(CCN3CCCC3)C(=O)Nc3ccccc3)c(=O)[nH]c2c1C	-3.3%	-26.4%	?	-0.9%	-8.3%	?	?	-10.7	-8.8%
Cc1cc(C(F)(F)F)nn1Cc1n[nH]c(=S)n1-c1ccc(Cl)cc1	-4.7%	-9.3%	0.1%	15.7%	?	0.0	3.1%	-3.8	8.3%
CCc1c(C)c(C#N)c2nc3ccccc3n2c1Nc1c(C)n(C)n(-c2ccccc2)c1=O	12.5%	-16.8%	3.7%	9.0%	?	8.4	-3.2%	0.7	-2.1%
CC12CCC(=O)N1C(C(=O)NNC(=O)c1ccccc1Cl)CS2 (stereo unspecified)	-0.5%	14.6%	0.2%	9.5%	?	2.2	-3.3%	-2.9	3.3%
O=C(c1cc([N+](=O)[O-])cc([N+](=O)[O-])c1)N1CCOCC1	?	-7.2%	19.4%	?	-0.5%	28.9	6.0%	-3.2	12.2%
O=C(Cn1c(=O)[nH]c2ccccc2c1=O)N1CCN(c2cccc(Cl)c2)CC1	1.7%	13.4%[7.66 µM]	27.6%	-0.3%	-25.9%	13.2	9.9%	-3.2	-9.8%
CC1CN(S(=O)(=O)c2ccc(-c3nc4ccccc4s3)cc2)CC(C)O1 (stereo unspecified)	-2.8%	-1.2%	1.1%	-5.4%	-22.9%	11.6	15.2%	-6.5	-3.1%
COc1ccc(N2C(=O)CC(Sc3nnc(-c4ccccc4)o3)C2=O)cc1 (stereo unspecified)	26.9%	-2.4%	-1.0%	?	2.0%	-28.8	-0.5%	0.1	?
COc1ccc(NC(=O)CN2C(=O)C(=O)N(C3CCCC3)C2=O)c(OC)c1	-1.0%	0.1%	6.7%	-3.7%	3.9%	7.4	2.0%	-1.3	8.3%
CCC(=O)Nc1ccc(C(=O)N2CCN(C(=O)c3ccco3)CC2)cc1	-18.2%	3.7%	16.3%	-5.1%	-2.0%	-4.0	0.0%	2.3	6.5%
O=C(CN1CCN(S(=O)(=O)c2ccc(Cl)c(C(F)(F)F)c2)CC1)NC(=O)NC1CCCCC1	-0.1%	-16.9%	0.7%	14.8%	0.0%	-14.8	7.7%	7.0	-5.1%
CC(=O)N1CCN(CC(=O)Nc2ccc3c(c2)CCC3)CC1	-5.1%	-3.1%	-0.2%	10.0%	2.3%	11.2	0.9%	2.7	3.2%
C/C(=N\O)c1ccc2c(c1)OCCO2	0.0%	5.6%	1.9%	-3.5%	3.7%	-24.0	-0.6%	0.1	-0.4%
Cc1ccc(C)c(-n2c(SCC(N)=O)nnc2-c2ccccn2)c1	-5.1%	-2.8%	-0.5%	7.9%	-0.9%	6.1	-0.7%	6.6	10.2%
CCCCc1cc(=O)oc2c(CN(C)C)c(O)ccc12	-0.2%	286.6%[activator]	-10.3%	-0.5%	1.8%	-2.3	-11.0%	-0.7	-11.5%
CCC(C)(O)c1[nH]c2ccc(C(=O)OC)cc2c1C (stereo unspecified)	1.4%[9.22 µM]	-4.7%	0.7%	-3.3%	-3.0%	-1.2	-0.3%	-4.4	-2.8%
Cc1ccc(/C=C/C(=O)NCCc2c[nH]c3ccccc23)o1	-1.4%	7.7%[0.307 µM]	-0.5%	1.6%	8.0%	-15.1	-1.4%	-2.5	23.3%
Cc1ccc(NC(=O)CSc2nc3c(c(=O)[nH]2)CCC3)cc1Cl	nt	0.0%	nt	nt	-5.7%	nt	nt	8.2	-22.6%
COc1ccc(S(=O)(=O)N(CC(=O)N2CCC(C)CC2)c2ccc(C)cc2)cc1	nt	-5.8%	nt	nt	-12.6%	nt	nt	-1.9	-0.8%
O=C(O)c1cccc(CN2C(=O)SC(Nc3cccc4ccccc34)C2=O)c1 (stereo unspecified)	-7.5%	-4.9%	12.6%	4.4%	0.0%	16.1	6.3%	8.7	16.5%
CS(=O)(=O)N(CC(=O)N1CCCC1)c1ccc(Cl)c(Cl)c1	0.7%	3.8%	-13.1%	0.1%	?	-1.2	-10.4%	-8.1	0.6%
O=c1cc(CO)oc(C(Nc2ccccn2)c2ccc(C(F)(F)F)cc2)c1O (stereo unspecified)	19.7%	81.1%[activator]	-0.3%	-9.0%	10.3%	0.0	5.8%	0.6	-2.9%
COC(=O)Cc1ccc2sc(-c3ccccc3)nc2c1	-13.9%	11.8%	-18.5%	13.9%	?	0.0	-25.1%	2.7	-20.0%
Cc1ccc(/C=N/NC(=O)c2cccc([N+](=O)[O-])c2)o1	-100.5%[inhibitor]	-2.1%	0.0%	-2.3%	7.4%	-4.9	20.0%	4.4	22.8%
Cc1nn(-c2ccccc2)c(=S)n1-c1ccccc1	1.4%	-4.5%	-1.1%	-1.5%	1.3%	41.7	-6.6%	-4.0	-6.3%

Rewritten with bars between the fields: 2 of the compounds above
compound | SW480 rereplic | HEK293 tox | HT1080-NT tox | MCF10A rerep | KB-V1 cytotox | IL1B secr inh | HT1080 IDH1KD tx | DRD3 agonist | KB-3-1 cytotox
CCCCc1cc(=O)oc2c(CN(C)C)c(O)ccc12 | -0.2% | 286.6%[activator] | -10.3% | -0.5% | 1.8% | -2.3 | -11.0% | -0.7 | -11.5%
CCC(C)(O)c1[nH]c2ccc(C(=O)OC)cc2c1C (stereo unspecified) | 1.4%[9.22 µM] | -4.7% | 0.7% | -3.3% | -3.0% | -1.2 | -0.3% | -4.4 | -2.8%
